# Pin1 inhibitor – blocks the human prolyl isomerase Pin1 | hit rate 0.009% among 390,000 | Q13526 | Potency, µM (top dose mostly 115 µM), for the others: top-dose activity, negative = inhibition, hits mostly inhibitors | Pin1 FP peptide displacement, HiFluor488, 10 min; active = well fitted inhibition curve with a large enough effect in the polarisation, with a control signal flat, not every such curve was filed as active; inconclusive = small, poorly fitted or top-dose-only effect, or effect the other way, or a change in a side signal; inactive = no such curve, though single readings can be large or run the other way; the % refers to the polarisation; also: % is scaled to controls: 0 for no effect and ±100 for the full control effect
# G9a inh – blocks human histone lysine methyltransferase G9a | Q96KQ7 | G9a H3K9 monomethylation, AlphaScreen, 2 h | Potency, µM (titrated, usually from 102 µM), for inactives: top-dose activity, negative = inhibition, usual class: inhibitors | hit rate 8.8% among 350,000 | AID 504332; also: % is scaled to controls: 0 for no effect and ±100 for the full control effect; nearly all actives have a fitted effect of over 75% in size
#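 G9a (20 nM) preincubated 15 min RT with compounds, then 500 nM biotinylated H3K9 peptide and 20 uM SAM added; 2 h RT reaction. Monomethyl-H3K9 product detected by AlphaScreen with anti-H3K9me1 antibody, streptavidin donor and anti-rabbit IgG acceptor beads.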
# BLM helicase inh – inhibitors of human Bloom syndrome helicase BLM. P54132. recombinant BLM DNA unwinding, fluorescence dequenching. Potency, µM (doses to about 56.1 µM), inactives show at the top dose activity change, negative = inhibition, usual class: inhibitors. AID 2528. hit rate 0.2% among 350,000;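 also: plate controls were vehicle for no effect and no enzyme for full effect; nearly all actives have a fitted effect of over 35% in size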
# POLI inh – DNA polymerase iota (human) inhibition. Potency, µM (highest dose often 115 µM), without a hit: at the highest dose activity, negative = inhibition, usual class: inhibitors. Pol iota fluorescent replication assay, 10 min. hit rate 1% among 390,000. Q9UNA4
#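 Pol iota at 10 nM preincubated 15 min with compounds at room temperature; reaction started with fluorescent substrate, 50 nM final. Fluorescence read kinetically at 0 and 10 min; buffer-only wells as negative control.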
# GLS inh – blocks human kidney-isoform glutaminase activity; Potency, µM (top dose mostly 45.5 µM), inactives show top-dose activity change, negative = inhibition, usual class: inhibitors; hit rate 0.21% among 410,000; GLS enzymatic activity, qHTS titration; O94925; AID 624170; also: % is scaled to controls: 0 for no effect and ±100 for the full control effect
#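 Enzyme dispensed in phosphate buffer (45 mM, pH 8.2, 0.02% Tween-20), compounds pinned in, then 1 mM L-glutamine solution and the glutamate oxidase–HRP–Amplex Red mix added; fluorescence read immediately and again after 30 min at room temperature.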
# BAZ2B block – inhibitors of human BAZ2B bromodomain; Potency, µM (titrated, usually from 114 µM), inactives show top-dose activity change, negative = inhibition, most hits filed as inhibitors; AID 504333; Q9UIF8; hit rate 4.4% among 360,000; AlphaScreen BAZ2B-H3K14Ac peptide displacement; also: % is scaled to controls: 0 for no effect and ±100 for the full control effect; nearly all actives have a fitted effect of over 60% in size
#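 AlphaScreen displacement: compounds (up to 110uM) incubated 30 min at room temperature with a preformed 50 nM BAZ2B/50 nM biotinylated H3K14Ac peptide complex in PBS pH 7.4 with Tween-20. Donor and acceptor beads at 10 ug/mL final added, 20 min light-protected before reading.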
# PGK inhibitor – T. brucei PGK inhibition | P07378 | Potency, µM (top dose mostly 57.5 µM), inactives show top-dose activity change, negative = inhibition, actives largely listed as inhibitors | PGK/GAPDH coupled, Kinase-Glo luminescence, 60 min | hit rate 0.043% among 380,000; also: % is scaled to controls: 0 for no effect and ±100 for the full control effect; nearly all actives have a fitted effect of over 60% in size
#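 Recombinant glycosomal PGK reaction used 1,3-bisphosphoglycerate generated in-well by GAPDH (100nM final) in 100mM TEA pH 7.6, 5mM MgCl2, 0.01% Tween-20. After 60 minutes at room temperature, ATP was read by Kinase-Glo Plus luminescence end-point.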
# HP1b binding inh – blocks HP1-beta chromodomain binding to methylated histone tails; P83916; AlphaScreen HP1-beta / biotin-H3K9me3 peptide binding; Potency, µM (highest dose often 114 µM), without a hit: at the highest dose activity change, negative = inhibition, actives largely listed as inhibitors; hit rate 0.56% among 390,000; also: nearly all actives have a fitted effect of over 70% in size; inactives centre near 23
#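 AlphaScreen: HP1-beta (50 nM) preformed 30 min with biotin-H3(1-18)K9me3 peptide (50 nM) in PBS pH 7.4, 0.01% Tween-20. Compound added for 30 min at RT, then streptavidin donor/nickel chelate acceptor beads (10 ug/mL) for 30 min.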
# JMJD2A Tudor inh – inhibitors of human JMJD2A Tudor domain; Potency, µM (titrated, usually from 114 µM), inactives show at the highest dose activity change, negative = inhibition, hits mostly inhibitors; AlphaScreen JMJD2A-Tudor / H3K4me3 peptide binding; O75164; hit rate 4.4% among 390,000; AID 504339; also: % is scaled to controls: 0 for no effect and ±100 for the full control effect; nearly all actives have a fitted effect of over 50% in size
# Target sequence (O75164 whole entry, looked up, the tested form may be a part): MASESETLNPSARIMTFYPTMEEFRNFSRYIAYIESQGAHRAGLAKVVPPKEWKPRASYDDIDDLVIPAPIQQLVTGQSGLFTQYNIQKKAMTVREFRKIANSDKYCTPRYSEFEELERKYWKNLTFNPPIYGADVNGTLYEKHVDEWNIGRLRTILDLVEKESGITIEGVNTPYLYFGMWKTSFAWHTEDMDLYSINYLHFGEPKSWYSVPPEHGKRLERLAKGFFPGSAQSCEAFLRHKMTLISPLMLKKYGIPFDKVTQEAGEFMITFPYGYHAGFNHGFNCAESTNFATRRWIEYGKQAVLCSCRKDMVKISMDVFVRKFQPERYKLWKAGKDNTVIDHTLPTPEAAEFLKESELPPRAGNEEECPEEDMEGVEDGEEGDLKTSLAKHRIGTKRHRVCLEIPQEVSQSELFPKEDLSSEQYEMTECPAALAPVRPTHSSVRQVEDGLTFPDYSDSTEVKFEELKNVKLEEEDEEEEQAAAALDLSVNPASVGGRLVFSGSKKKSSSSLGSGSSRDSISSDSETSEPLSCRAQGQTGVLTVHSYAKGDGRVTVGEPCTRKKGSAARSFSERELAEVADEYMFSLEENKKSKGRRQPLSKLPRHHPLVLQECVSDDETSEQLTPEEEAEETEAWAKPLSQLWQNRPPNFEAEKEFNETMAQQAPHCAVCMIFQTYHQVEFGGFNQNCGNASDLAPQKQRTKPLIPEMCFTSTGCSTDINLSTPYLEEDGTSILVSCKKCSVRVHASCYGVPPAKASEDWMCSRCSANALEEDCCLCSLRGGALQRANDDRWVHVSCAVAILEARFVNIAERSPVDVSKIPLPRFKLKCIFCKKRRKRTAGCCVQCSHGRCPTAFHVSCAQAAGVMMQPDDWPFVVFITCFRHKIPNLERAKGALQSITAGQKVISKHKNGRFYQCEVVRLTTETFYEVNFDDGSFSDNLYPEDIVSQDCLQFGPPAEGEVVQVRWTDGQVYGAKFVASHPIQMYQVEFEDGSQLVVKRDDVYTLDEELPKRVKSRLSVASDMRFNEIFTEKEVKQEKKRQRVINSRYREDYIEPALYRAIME
# The depositor's hits bear a star; i = inactive; ? = inconclusive; . = not tested or not shown; & = joins results of further samples; [ ] = dose if it differs, or a comment. Unless noted, calls follow the shape of the dose curve; as a rule, active = well fitted curve in the direction sought with a large enough effect; inconclusive = small, poorly fitted or top-dose-only effect, or another doubt; inactive = no such curve, though single readings can be large; an effect the other way counts as inactive or inconclusive. Potency is read from the fitted curve at half-maximal effect. Some of the compounds tested (hit frequency here may not be typical).
SMILES,Pin1 inhibitor,G9a inh,BLM helicase inh,POLI inh,GLS inh,BAZ2B block,PGK inhibitor,HP1b binding inh,JMJD2A Tudor inh
CC(=O)Nc1ccc(OCC(O)CN2CCN(c3ccc(Cl)cc3)CC2)cc1 (configuration not stated),-5%,17%[59 µM],-1%,-1%,13%,-4%,-10%,54%[activator],6%
CCN(CC)S(=O)(=O)c1ccc2c(c1)c(=O)c(C(=O)N1CCN(c3ccc(F)cc3)CC1)cn2C,6%,-34%[59 µM],-2%,-14%,-6%,.,-2%,-6%,-9%
Cc1ccc(C(=O)Nc2nnn(C)n2)cc1,-2%,-14%,-12%,30%,-3%,12%,-5%,11%,-10%
CCOC(=O)Cc1csc(NC(=O)CSc2nc(C)cc(=O)[nH]2)n1,-9%,?,-1%,?,5%,50µM*,i,10%,20µM*
Cc1nn(-c2ccccc2)c(NC(=O)C(C)C)c(-c2ccccc2)c1=O,7%,.,0%,3%[58.9 µM],5%,4%,5%,4%,5%
CC(C)(C)C1(O)CC(C(F)(F)F)=NN1C(=O)CCc1ccccc1 (configuration not stated),0%,26%,-9%,33%[activator],4%,7%,4%,43%[activator],22%
CCSC1=N/C(=C\c2cccnc2)C(=O)N1c1ccccc1,8%,17%,-4%,23%,-6%,8%,-1%,75%[activator],21%
CCS(=O)(=O)c1nc(S(=O)(=O)c2ccc(Cl)cc2)c(NCc2ccccn2)s1,1%,9%,-1%,7%,14%,-1%,-3%,46%[activator],-10%
O=c1[nH]c(SCc2ccc(Cl)cc2)nc2[nH]ncc12,-3%,15%,-4%,-15%,0%,-2%,-5%,22%,-15%
COc1ccccc1N1CCN(C(=O)CCc2nnc3ccc(N4CCOCC4)nn23)CC1,-3%,-8%,-1%,60%[activator],8%,-5%,2%,19%,-27%
COCCN(C(=O)c1cccc(N2C(=O)CCC2=O)c1)c1nc(-c2ccc([N+](=O)[O-])cc2)cs1,17%,-48%,.,8%,0%,-27%,-9%,-11%,-32%
CCOc1ccc(CNC(=O)C2CCCN(c3nnc(C)c4c(C)n(-c5ccccc5)nc34)C2)cc1 (configuration not stated),40%&41%[activator],-34%[59 µM],-5%&-7%,19%&-4%,9%&-12%,-18%&-13%,-10%&-5%,31%&42%,-23%&-17%
COc1ccccc1C1=NNC(=Nc2cccc(S(=O)(=O)N(C)C)c2)SC1,5%,16µM*,-4%,115%[activator],4%,?,2%,?,-21%
OCCN1CCN(C2CCC(c3ccc(F)cc3)c3ccc(F)cc32)CC1 (configuration not stated),-6%,.,.,-2%,-3%,.,-2%,3%,-34%
CN(CC(=O)Nc1ccccc1Cl)C(=O)COC(=O)c1ccc(C(F)(F)F)cc1,?,-11%[59 µM],.,-12%,0%,5%,-2%,22%,-7%
O=c1cc(N2CCN(c3ccc(F)cc3)CC2)[nH]c(=O)n1C1CCCCC1,5%,.,-2%,-2%,20%,3%,-1%,32%,-15%
COc1ccc(NC(=O)COC(=O)C2CC(=O)N(c3ccc(C)cc3)C2)cc1 (configuration not stated),1%,7%,0%,-16%,-3%,6%,i,42%[activator],-11%
COc1ccc(CC(=O)N2CCN(S(=O)(=O)c3ccc(Cl)s3)CC2)cc1,1%,-8%[12.7 µM],.,-22%,-2%,-4%,11%,33%,-4%
CCOCCCNC(=O)C(c1ccc(OC)cc1)N(Cc1cccs1)C(=O)c1ccccc1O (configuration not stated),2%&7%,-25%,0%&0%,70%&-6%[activator],-1%&9%,11%&-1%,10%&6%,14%&29%,-10%&-16%
COc1ccc(C(=O)NCC2(c3ccc(OC)c(OC)c3)CCCC2)c(OC)c1,-3%,15%,0%,2%,-5%,-24%,i,25%,-30%

# G9a inh: hit marks shown above.
SMILES,Pin1 inhibitor,G9a inh,BLM helicase inh,POLI inh,GLS inh,BAZ2B block,PGK inhibitor,HP1b binding inh,JMJD2A Tudor inh
COc1ccccc1C1=NNC(=Nc2cccc(S(=O)(=O)N(C)C)c2)SC1,5%,16µM*,-4%,115%[activator],4%,?,2%,?,-21%

# Next entries.
SMILES,Pin1 inhibitor,G9a inh,BLM helicase inh,POLI inh,GLS inh,BAZ2B block,PGK inhibitor,HP1b binding inh,JMJD2A Tudor inh
O=C(CN1CCN(Cc2ccc(Cl)cc2)CC1)N/N=C/c1c[nH]c2ccccc12,0%,17%[59 µM],-4%,?,10%,?,-6%,-3%,-32%[57.1 µM]
Cc1ccc(S(=O)(=O)C(CNC(=O)C(=O)NCCc2ccc(Cl)cc2)c2cccs2)cc1 (configuration not stated),-8%,0%[59 µM],2%,15%,-1%,-2%,-10%,10%,-19%
Cc1ccc(S(=O)(=O)c2nc(NCCN(C)C)sc2Cl)cc1,2%,-11%,0%,-1%,10%,2%,-9%,19%,?
Cc1ccc(C(=O)NCCCC(=O)O)o1,-1%,8%[59 µM],-1%,21%,-1%,-4%,0%,39%,-5%
CCOC(=O)C1C(=O)C=C(/C=C/c2ccccc2)CC1c1ccc(Cl)cc1 (configuration not stated),6%,4%,-11%,15%,-9%,-3%,-8%,20%,-13%
Cc1occc1-c1nnc(SCC(=O)NCCc2ccccc2)o1,1%,-1%,0%,21%,3%,-23%,0%,-18%,-24%
COc1ccccc1NC(=O)C1CC(C(C)C)OC1=O (configuration not stated),-2%,.,.,97%[activator],5%,.,-3%,30%,0%
CC(C)(C)OC(=O)N[C@@H](Cc1ccccc1)[C@H](O)c1ccco1,1%,37%[12.7 µM],1%,28%,-2%,13%,4%,35%,-21%
CC1(C)N=C(N)N=C(N)N1c1ccccc1,-2%,-2%[12.7 µM],-1%,25%,-4%,3%,-5%,17%,8%
COc1cccc(C(=O)N/N=C(\C)c2cccc(NC(=O)c3ccc(F)cc3)c2)c1OC,-1%,?,1%,15%,0%,-22%,-3%,21%,-17%
COc1ccc(NC(=O)N(Cc2cc3cc(OC)c(OC)cc3[nH]c2=O)CC2CCCO2)cc1 (configuration not stated),9%,-32%,-3%,-3%,9%,-13%,8%,24%,-9%
Cc1ccc(NS(=O)(=O)c2c(C)nc3sc(C)cn3c2=O)c(C)c1,-1%,-10%[59 µM],-1%,13%,-6%,-16%,-8%,-3%,-16%
COc1ccc(-c2noc(CCCC(=O)Nc3ccc(C(N)=O)cc3)n2)cc1OC,-2%,.,-4%,138%[activator],-7%,-5%,0%,30%,-6%
O=C(O)c1ccccc1Nc1ccccc1C(=O)O,-7%,79µM*,-1%,1%[58.9 µM],38%[activator],-9%,-10%,-6%,?
CCOC(=O)N1CCN(C(=O)CSC2=NS(=O)(=O)c3ccccc3N2)CC1,-5%,-22%,.,-2%,13%,2%,-1%,-9%,-20%
CCc1ccc(C(C(=O)NC2CCCC2)N(C(=O)c2csnn2)C2CC2)cc1 (configuration not stated),-4%,17%,-5%,129%[activator],-4%,-15%,-10%,27%,1%
COc1cc(C)c(Cl)cc1S(=O)(=O)NCc1ccccn1,-2%,.,1%,7%,0%,0%,-5%,9%,1%
COc1cc(C(=O)N2CCN(C/C=C/c3ccccc3)CC2)cc(OC)c1OC,1%,?,5%,14%,2%,1%,1%,12%,-15%
CCCCS(=O)CC(CS(=O)CCCC)OC(=O)c1ccccc1 (configuration not stated),-5%,?,-3%,-9%,-1%,8%,-4%,11%,-23%
O=C(COC(=O)c1ccccc1O)Nc1cccc(S(=O)(=O)N2CCCC2)c1,-1%,0%[59 µM],.,31%,-2%,7%,6%,30%,-8%
CCN1C(=O)c2ccccc2Sc2ccc(NC(C)=O)cc21,-4%,-2%[59 µM],-3%,?,7%,5%,-11%,30%[57 µM],-5%
O=C(CN1N=C(c2ccccc2)CCC1=O)NCCCN1CCc2ccccc2C1,-10%,20%[59 µM],-10%,-4%,-5%,10%,i,25%,-28%
O=[N+]([O-])c1[nH]cnc1/C=C/c1ccccc1,?,0%,-8%,7%,0%,-1%,0%,-1%,-17%
COc1ccc(-n2ncc3c(NCCCN4CCOCC4)ncnc32)cc1,-9%,18%[59 µM],5%,10%,5%,5%,-7%,13%,-10%
CCCc1c(C(=O)Nc2ccc(OC)cc2)cnn1-c1ccccc1,?,7%,-5%,-6%,-1%,1%,-4%,22%,-12%
COCCn1c(SCC(=O)c2cc(C)ccc2C)nc2cc(C(=O)NC3CCCC3)ccc2c1=O,1%,-6%[59 µM],-3%,1%,-8%,-12%,8%,22%,-10%
Cc1nnc(SCC(=O)N/N=C/c2cc(Cl)c(O)c(Cl)c2)s1,1%,19%[59 µM],-7%,-7%,28%,-7%,-5%,13%,-19%
CCCCCN1C(C(=O)c2ccccc2)=C(NC(=O)c2ccc(OC)cc2)c2ccccc2S1(=O)=O,?,-41%[59 µM],-7%,-10%,-4%,-22%,-5%,3%,-27%
CCOC(=O)C1CCCN(C(=O)c2cc3ncc(Br)cn3n2)C1 (configuration not stated),-2%,5%[12.7 µM],-9%,?,-26%,?,-19%,30%,10%
COc1ccc(NC(=S)NCc2ccc(Cl)cc2)c(OC)c1,1%,.,-7%,-13%,15%,8%,-9%,10%,-30%
COc1cc(C(=O)NCCC(=O)NCCc2ccc(Cl)cc2)cc(OC)c1OC,-6%,1%,-1%,18%,3%,-4%,2%,14%,-13%
O=C(CC1CCCCC1)Nc1ccccc1-c1ccccc1,-8%,-14%[59 µM],0%,2%,7%,2%,-6%,34%,-4%
Cc1nc(N)nc(N/N=C/c2ccccc2)n1,4%,23%[12.7 µM],2%,31%[activator],-3%,2%,-1%,59%[activator],-1%
COc1ccc(NC2CC(=O)NC2=O)cc1 (configuration not stated),5%,-5%,-2%,11%,22%,-15%,0%,29%,-18%[57.1 µM]
